Screening results as filed in PubChem BioAssay.
Pf Dd2 inh: inhibitors of Plasmodium falciparum Dd2 growth; P. falciparum Dd2 growth, SYBR Green, 72 h; Potency, µM (titrated, usually from 28.9 µM), inactives show at the highest dose activity, negative = inhibition, usual class: inhibitors; 120,000 compounds, 4.3% hits; AID 1347417; active = well fitted inhibition curve with a large enough effect; inconclusive = small, poorly fitted or top-dose-only effect; inactive = no such curve, though single readings can be large or run the other way;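 note: plate controls were DMSO vehicle for no effect and reference drug for full effect; nearly all actives have a fitted effect of over 65% in size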
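Readout: SYBR Green fluorescence, 485 nm excitation, 535 nm emission, after ~16 h lysis at 37C. Before that, Dd2-infected red cells (2.5% hematocrit) grew 72 h with compound, 29 uM top final concentration.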
The depositor's hits bear a star; i = inactive; u = inconclusive; [ ] = dose if it differs, or a comment. Potency is the fitted concentration of half-maximal effect. A portion of the library. The share of hits here may be higher or lower than overall.

nr	structure	Pf Dd2 inh
1	COCCN1C(=O)c2cccn2CC1CNC(=O)Cc1ccccc1F (stereo not drawn)	-5.0%
2	Cc1ccnc(NC(=O)C2c3ccccc3C(=O)N(CC(C)C)C23CCCC3)c1 (stereo not drawn)	5.01µM*
3	O=[S+]([O-])(c1ccccc1)N1CC2(COCCN(Cc3ccc4c(c3)CCO4)C2)C1	u
4	Cc1ccccc1OCC(=O)Nc1c(C(=O)Nc2ccccc2F)oc2ccccc12	3.5%
5	CCCN1CCc2[nH]cnc2C12CCN(C(=O)[C@H]1Cc3ccccc3CN1)CC2	2.9%
6	CCc1ccc(OC(C)c2nc(-c3ccc(-n4cccc4)cc3)no2)cc1 (stereo not drawn)	-2.3%
7	Cc1ccc(C)c(NC(=O)c2cc(S(=O)(=O)N3CCCc4ccccc43)ccc2F)c1	-9.9%
8	NCc1ccccc1-c1ccc(O)cc1	5.0%[44.1 µM]
9	CCc1ccccc1N1CC(c2nnc(NC(=O)c3ccco3)s2)CC1=O (stereo not drawn)	u
10	COc1ccc(C)cc1NC(=O)N(C(C)C)C1CCN(C(C)=O)CC1	3.2%
11	CCOc1ccccc1CN(C)C(=O)CN1CC(c2ccccc2)CC1=O (stereo not drawn)	-20.1%
12	COc1ccccc1Nc1ccnc(N2CC3CCC(C2)N3CC(F)(F)F)n1	-25.5%
13	CCCCNC(=O)Cc1csc2nc(C)c(-c3cc(C)n(-c4ccc(F)cc4)n3)c(=O)n12	i
14	COCCOC1CCOC2(CCN(C(=O)c3ccccc3F)CC2)C1 (stereo not drawn)	i
15	CCN(CCCNC(=O)c1cc2cc3cc(C)ccc3nc2s1)c1cccc(C)c1	35.3%[activator]
16	COC(=O)[C@H]1CN(C(=O)c2cccnc2)CCN1C(=O)CSC	-6.1%[44.1 µM]
17	CNC(=O)c1cccc(-c2cnc3[nH]cc(CC(=O)N(C)c4ccccc4)c3c2)c1	-4.7%[44.1 µM]
18	COc1ccc(S(=O)(=O)N2CCC(Oc3ccc(-n4cnnn4)cc3)CC2)cc1OC	16.2%
19	CNC(=O)[C@@H]1CN(S(=O)(=O)c2cccc(Cl)c2)C[C@H]1C1CCN(C)CC1	32.4%[activator]
20	CCN1C(=O)C2(CCN(C(=O)N(C)C)CC2)c2ccccc21	41.5%[activator]
21	CCOc1ccc(OCC)c(NC(=O)c2csc3c2CCCC3)c1	u
22	Cc1c(Cl)cccc1NC(=O)c1ncoc1-c1ccco1	25.8%
23	COc1ccc(-c2nnc3n2CCN(C(=O)c2ccc(C)cc2)C3)cc1	-27.6%[44.1 µM]
24	COC(=O)c1ccccc1NC(=O)CSc1nc(-c2ccccc2)cc(C(F)(F)F)n1	2.82µM*
25	COc1ccccc1-c1cc(C(=O)NCc2ccc(F)cc2)c2cnn(C)c2n1	-21.2%
26	O=C(NC(C(=O)N1CCCC1)C1CCN(C(=O)c2ccc3c(c2)OCO3)CC1)c1ccc(F)cc1 (stereo not drawn)	i
27	CC(=O)N1CCC(CC(=O)N2CCCC(c3[nH]ccc3C(N)=O)C2)CC1 (stereo not drawn)	13.6%
28	CN(C)C[C@@H]1CN(c2ncccn2)C[C@H]1NC(=O)c1cc(F)ccc1Cl	-25.0%
29	Cc1nc(-c2ccccc2OC2CN(C(=O)c3ccnn3C)C2)no1	13.5%
30	CCc1nc(C)c(CC(=O)NCc2cc(F)cc3c(C)c(CC)[nH]c23)c(=O)[nH]1	0.5%
31	COc1ccc(C(C)NC(=O)c2noc(-c3ccc[nH]c3=O)n2)cc1OC (stereo not drawn)	-22.0%
32	COc1ccc(NC(=O)Nc2c[nH]c(=O)[nH]c2=O)c(OC)c1	12.6%
33	O=C(N[C@H]1CCN2C(=O)c3ccc(Cl)cc3NC(=O)[C@H]12)C1CCCC1	-25.0%[44.1 µM]
34	CS(=O)(=O)NC[C@H]1O[C@@H](CO)[C@@H](O)C1N1CCN(c2ccccc2)CC1 (stereo partly drawn)	-16.7%
35	Cc1noc([C@@H]2CNC[C@H]2C(=O)N(C)Cc2ccc(N3CCOCC3)cc2)n1	3.4%
36	COCCOC1CCN(C(=O)Cc2ccccc2)CC1	21.3%
37	CCc1noc(-c2cn(C3CCCN(C(=O)COc4ccccc4)C3)nn2)n1 (stereo not drawn)	u
38	Cc1ccc2c(c1)-c1nc(-c3ccc4c(c3)NC(=O)CO4)cc(-c3ccccc3)c1CO2	i
39	Cc1ccc(C)c(NC(=O)CSc2nc(=O)n(Cc3ccccn3)c3c2CCC3)c1	i
40	CC(C)NC(=O)CC[C@@H]1CNC(=O)[C@@H]2C[C@H](NCc3ccccc3)CN12	-6.9%[44.1 µM]
41	O=C(Cc1csc(-c2ccccc2)n1)N[C@H](c1ccccn1)C1CC(O)C1 (stereo partly drawn)	-13.9%
42	O=C(CCc1ccccc1)N1CCC(Oc2cnc3c(ccn3-c3cncnc3)c2)CC1	u
43	O=C(Nc1cc(Cl)cc(Cl)c1)c1ccc(F)c(S(=O)(=O)NCc2ccccc2Cl)c1	u
44	Cc1ccc2oc(=O)c3cnn(CC(=O)N4CCN(c5cc(Cl)ccc5C)CC4)c3c2c1	-9.2%
45	O=C(NCCc1ccccc1)N1CCCCCC1CN1CCOCC1 (stereo not drawn)	7.94µM*
46	COCc1ccc2c(c1)c(OC(C)(C)C(=O)NC1CCOCC1)nn2Cc1ccccc1	i
47	CCOc1ccccc1NC(=O)C1CCN(S(=O)(=O)c2cccs2)CC1	i
48	CC(=O)N1CCCN(Cc2nnc(C(=O)N3CCC[C@@H]3c3cccc(F)c3)n2-c2ccccc2)CC1	-8.5%
49	COc1cccc(NC(=O)CCSc2nc(-c3ccco3)cc(C(F)(F)F)n2)c1	u
50	CCC(O)CNc1ccc(-c2nc(COC)no2)cn1 (stereo not drawn)	1.5%
51	Cc1cccn2c(=O)cc(COc3cccc(NC(=O)COc4ccccc4)c3)nc12	-8.9%
52	Cc1ccc(S(=O)(=O)c2nc(-c3ccc(F)cc3)oc2SCC(=O)c2ccccc2)cc1	-27.0%
53	O=C(C1CC1)N1CC2(CCCN2C2COC2)Cc2ccccc21 (stereo not drawn)	u
54	CC(C)(C(=O)O)c1cnc(N2CC[C@H](CO)[C@H](O)C2)nc1N1CCOCC1	-5.7%
55	Cc1cc(C(=O)N2CCC3(CC2)c2[nH]c4ccccc4c2CCN3C)n(C)n1	u
56	CN(Cc1ccccc1)Cc1cn([C@H]2CO[C@H]3[C@@H]2OC[C@@H]3NS(C)(=O)=O)nn1	1.1%[44.1 µM]
57	COc1cccc(CN2CCCC(c3nc(CCOc4cccc(C)c4)no3)C2)c1 (stereo not drawn)	u
58	COc1ccc(C(=O)NC(C(=O)NCC(C)C)C2CCN(C(=O)c3cccs3)CC2)cc1 (stereo not drawn)	u
59	O=C(Nc1cccc2cccnc12)c1cccc2c(Br)cccc12	8.7%
60	O=C(Nc1cc(-c2nc3ccccc3o2)ccc1Cl)c1sc2c([N+](=O)[O-])cccc2c1Cl	82.5%[activator]

Following part
nr	structure	Pf Dd2 inh
61	CCc1nn(CC(=O)NCCc2ccc(Cl)cc2)c(=O)c2cc3ccccc3n12	-6.9%
62	Cc1ccc2nc(CN(C)C(=O)C3CCC(=O)N(C4CCCCCC4)C3)[nH]c2c1 (stereo not drawn)	-9.9%
63	COc1cccc(CC(=O)N2CC[C@H](CO)[C@H](NC(=O)C3CC3)C2)c1	11.9%
64	COc1cccc(C(O)c2nc(C(=O)Nc3ccccc3)c(C)o2)c1 (stereo not drawn)	i
65	COc1cc(OC)cc(OCc2nnc(C(=O)N3CCC[C@@H]3C)n2-c2ccccc2)c1	i
66	CCn1c(=O)c2sccc2n2c(CCCC(=O)N3CCN(c4ccc(OC)cc4)CC3)nnc12	i
67	COCCNC(=O)C1CCN(C(=O)C2CN(c3ccc(OC)cc3)C(=O)N2)C1 (stereo not drawn)	-15.2%
68	NC(=O)c1ccc2[nH]c(CN3CCC(Oc4ncccn4)CC3)cc(=O)c2c1	-19.7%
69	CCOc1ccc(C(=O)NCCS(=O)(=O)N2CCN(c3ccccc3F)CC2)cc1OCC	22.7%
70	Cn1nc(C(=O)NC2CCN(c3cc(-c4ccccc4)[nH]n3)CC2)c2ccccc21	-21.1%
71	Cc1nnc(N2CCC(C(=O)NCCc3ccccc3Cl)CC2)c2nn(-c3ccccc3)c(C)c12	11.2µM*
72	O=C(NC[C@H]1C[C@@H]2CCN1C[C@@H]2CN1C[C@@H]2C[C@H](C1)c1cccc(=O)n1C2)c1ccccc1	-15.2%
73	COc1ccc(C)cc1NC(=O)Cn1ccn2nc3c(c2c1=O)CCCC3	-13.6%
74	CCNC(=O)O[C@@H]1CO[C@H]2[C@@H]1OC[C@@H]2NC(=O)c1cccc(C(=O)OC)c1	-12.5%[44.1 µM]
75	O=c1ccc(CN2CCN(c3ccccc3F)CC2)cn1CC1CC1	-10.3%
76	Cn1c(C(=O)NCc2ccccc2Cl)cc2sc(Cl)cc21	11.6%
77	O=C(c1ccc(F)cc1)N1CCn2c(nnc2C2CC2)C1	-10.5%[44.1 µM]
78	O=C1CCN(Cc2ccncc2)CCCC(C(=O)NCC2CC2)CCN1 (stereo not drawn)	23.2%
79	COC1C(=O)N(c2cccc(F)c2)C12CCN(C(=O)NCc1ccc(C)cc1)CC2 (stereo not drawn)	i
80	Cc1ccccc1Cn1c2ccccc2c2cnn(CC(=O)NC3CCC(C)CC3)c(=O)c21 (stereo not drawn)	i
81	COc1ccccc1N1CCN(S(=O)(=O)c2ccc3c(c2)oc(=O)n3C)CC1	-19.9%
82	CCCOc1ccc(CN2C(=O)C3(CCOCC3)CC2c2nnnn2CCOC)cc1 (stereo not drawn)	9.5%
83	COc1ccc(NC(=O)CCn2cnnn2)cc1	23.8%[0.594 µM]
84	C=CCCC(CN1CCOCC1)Oc1ccc(-c2ccccc2)nn1 (stereo not drawn)	-12.1%
85	CCOc1cc(C(=O)NC2CCN(c3cc(-c4ccccc4)[nH]n3)CC2)cc(OCC)c1OCC	-23.1%
86	COc1cccc(-c2ccc(CN3CCN(c4cc(Cl)ncn4)C(=O)C3)cc2)c1	-23.0%
87	O=C(CSc1nc2c([nH]c3ccccc32)c(=O)n1-c1ccccc1F)Nc1cccc(Cl)c1	u
88	O=C(Cn1cc(SCc2ccc(C(F)(F)F)cc2)c2ccccc21)N1CCCCC1	-12.8%
89	CN1C(=O)CCC2(CNC(=O)CCc3nc(-c4ccccc4)no3)CCC=C12 (stereo not drawn)	u
90	O=C(c1cccs1)N1CC[C@H](c2nnc(Cc3c[nH]c4ccccc34)o2)C1	u
91	O=C(NCC1CC1)c1nc2c(o1)CCN(Cc1cccc(F)c1F)CC2	-18.3%[44.1 µM]
92	COc1ccc(-c2nc(C(C)C)nc3c2CCN(C(=O)NC2CCCC2)CC3)cc1	-2.8%
93	Cc1cc(F)ccc1NC(=O)c1sc2nc(-c3cccs3)ccc2c1N	-6.4%
94	COc1ccc(C2Cn3nnc(-c4noc(-c5cc(F)ccc5Cl)n4)c3CO2)cc1 (stereo not drawn)	-8.5%
95	CCCCCNC(=O)c1ccc2c(c1)nc(C)n2-c1cccc(C)c1	-25.0%
96	CCn1nccc1C(=O)N1CCC(Cc2ccc(C(=O)NCCOC)cc2)CC1	-9.1%
97	CSc1nnc2[nH]c(=O)cc(C)n12	102.5%[activator]
98	Cc1c(C(=O)NCc2ccccc2Cl)sc2nc(-c3ccc(F)cc3)cn12	i
99	CC(C)NC(=O)N(C1CCOCC1)C1CN(S(=O)(=O)c2cn(C)cn2)C1	-8.2%
100	O=C(Cn1nc2c(cc1=O)CCCC2)NCCCN1CCOCC1	-14.2%
101	COc1ccc(N2CC(c3noc(-c4ccc(C(C)(C)C)cc4)n3)CC2=O)cc1 (stereo not drawn)	i
102	CN(C)c1ccc(CN2CCNc3cc(Nc4ccccc4)ncc3C2)cc1	5.62µM*
103	CCCN1C(=O)Cc2ccccc2C1C(=O)NCc1ccc(F)c(Cl)c1 (stereo not drawn)	u
104	COc1ccc(C)cc1NC(=O)N1C[C@@H](F)C[C@H]1C(=O)N1CCCCC1	8.5%
105	c1ccc(Nc2cnc3ccc(-n4ccnc4)nn23)cc1	u
106	Cc1cccc(OCCc2noc(C3CCN(S(=O)(=O)C(C)C)C3)n2)c1 (stereo not drawn)	4.2%
107	CCCn1cnc2cc(NCc3ccc(OC)cc3OC)ccc21	u
108	COc1ccc(-c2cc3nc(C)c(CCC(=O)N4CCN(c5ccccc5F)CC4)c(C)n3n2)c(OC)c1	u
109	OCCc1cnc2c(-c3nc(-c4cccnn4)no3)cnn2c1	-24.2%
110	CC(C)CC(=O)N1CCC(N2CC(OCC3CC3)C23CCOCC3)CC1 (stereo not drawn)	-19.9%
111	CC(=O)N1CCCC(c2[nH]ccc2C(=O)NCCCn2cccn2)C1 (stereo not drawn)	12.3%
